V-ATPase pH: yeast V-ATPase proton transport regulation by pHLuorin | S. cerevisiae, pHLuorin cytosolic pH fluorescence | response, % at 10 µM | 350,000 tested, 0.37% active | AID 504577; in the data active = response mostly above about 7.3%, no sharp cut-off; inactive = mostly below about 5.4%; note: actives read high; inactives centre near 0; some compounds called inactive have numbers as strong as hits; reference of the scale not given here
HTR5A ag ctr: activates human HTR5A in OPRM1-OPRD1 agonist counter-screen; P47898; HTR5A agonist assay, luminescence, cell-based; activation, % at 9.3 µM; 340,000 tested, 0.61% active; AID 504692; in the data active = activation mostly above about 9.5%, no sharp cut-off; inactive = mostly below about 7.6%;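 note: 0% = cells with vehicle only and 100% = reference agonist; strong numbers were not always called active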
Target sequence (P47898 whole entry, looked up): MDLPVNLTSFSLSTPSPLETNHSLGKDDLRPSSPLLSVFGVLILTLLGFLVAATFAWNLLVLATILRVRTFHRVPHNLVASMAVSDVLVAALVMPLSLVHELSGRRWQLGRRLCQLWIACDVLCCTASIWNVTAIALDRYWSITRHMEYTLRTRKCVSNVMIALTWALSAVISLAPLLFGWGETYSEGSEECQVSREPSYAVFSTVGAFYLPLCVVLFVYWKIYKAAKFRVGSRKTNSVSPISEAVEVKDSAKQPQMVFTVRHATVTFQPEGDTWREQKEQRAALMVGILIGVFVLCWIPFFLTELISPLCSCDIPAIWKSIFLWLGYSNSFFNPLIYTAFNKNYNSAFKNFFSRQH
C-LANA FP: blocks KSHV LANA C-terminal domain binding to DNA | MBP-C-LANA/FAM-LBS DNA binding, fluorescence polarization | inhibition, % at 9 µM | 340,000 tested, 0.078% active | AID 504423;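 active = highest replicate inhibition at or above 60% at 9 µM, even if other replicates fall short; inactive = all replicates below 60% inhibition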;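 note: 0% = neutral control wells and 100% = 4 µM acridine orange control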
CAL-PDZ inh HTS: blocks peptide binding to the human CAL PDZ domain; Q9HD26; purified CAL PDZ, TMR-peptide fluorescence polarization, 1 h; inhibition, % at 24.9 µM; 300,000 tested, 0.92% active; AID 602252;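 active = mean inhibition of at least 30% with at least half of replicates also reaching 30%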;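 note: 0% = DMSO neutral control and 100% = excess unlabeled competitor peptide PRC23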
cardiac RTF act: cardiac RTF calcium sensitization. P19429+P45379. IANBD-labeled TnC RTF fluorescence at EC20 calcium; 0% EC20 calcium, 100% full calcium. activation, % at 7.2 µM. 340,000 tested, 0.24% active;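 active = activation above the mean over all tested compounds plus 3 SD, cut at about 30% in these data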;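 note: rise in fluorescence read as greater calcium sensitivity of cardiac thin filaments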
MOR-DOR inv ag: mu-delta opioid heterodimer inverse agonism; inhibition, % at 9.3 µM; P35372+P41143; AID 504357; cell-based MOR-DOR heterodimer luminescence; 340,000 tested, 0.21% active; in the data active = inhibition above about 22%, passing the limit was not always enough;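 note: 0% = cells with DMSO and 100% = wells without cells with DMSO; values of inactives mirror those of a sister screen read the other way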
Cardiac RTF inh: cardiac RTF calcium desensitization. IANBD-labeled cardiac RTF, Ca2+ fluorescence. AID 493244. P19429+P45379. inhibition, % at 7.15 µM. 340,000 tested, 0.12% active;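 active = inhibition above the mean inhibition of all tested compounds plus 3 SD, cut at about 17% in these data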;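 note: assay run at fixed EC70 calcium of 1.6 mM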
HTR5A inv ag: HTR5A inverse agonism, opioid heterodimer counter-screen | P47898 | 340,000 tested, 0.083% active | inhibition, % at 9.3 µM | HTR5A cell line, luminescence; in the data active = inhibition mostly above about 23%, no sharp cut-off; inactive = mostly below about 18%;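 note: 0% = cells with DMSO and 100% = no-cell wells with DMSO; some compounds called inactive have numbers as strong as hits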
MOR-DOR ag: agonists of human mu-delta opioid receptor heterodimerization | P35372+P41143 | AID 504326 | cells, OPRM1-OPRD1 heterodimerization, luminescence | 340,000 tested, 0.3% active | activation, % at 9.3 µM; in the data active = activation above about 18%;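 note: 0% = vehicle-treated cells and 100% = reference agonist; values of inactives mirror those of a sister screen read the other way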
Keap1 Nrf2 FP: Keap1-Nrf2 (human) interaction inhibition | Keap1 Kelch-Nrf2 peptide fluorescence polarization, 1536-well | 340,000 tested, 0.15% active | Q14145 | inhibition, % at 9.4 µM | AID 504523; in the data active = inhibition above about 12%;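 note: human Keap1 Kelch domain with fluorescein labeled Nrf2 9mer peptide probe; 0% = neutral control wells and 100% = peptide positive control; higher means more block of Keap1 binding to Nrf2 peptide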
Target sequence (Q14145 whole entry, looked up, the tested form may be a part): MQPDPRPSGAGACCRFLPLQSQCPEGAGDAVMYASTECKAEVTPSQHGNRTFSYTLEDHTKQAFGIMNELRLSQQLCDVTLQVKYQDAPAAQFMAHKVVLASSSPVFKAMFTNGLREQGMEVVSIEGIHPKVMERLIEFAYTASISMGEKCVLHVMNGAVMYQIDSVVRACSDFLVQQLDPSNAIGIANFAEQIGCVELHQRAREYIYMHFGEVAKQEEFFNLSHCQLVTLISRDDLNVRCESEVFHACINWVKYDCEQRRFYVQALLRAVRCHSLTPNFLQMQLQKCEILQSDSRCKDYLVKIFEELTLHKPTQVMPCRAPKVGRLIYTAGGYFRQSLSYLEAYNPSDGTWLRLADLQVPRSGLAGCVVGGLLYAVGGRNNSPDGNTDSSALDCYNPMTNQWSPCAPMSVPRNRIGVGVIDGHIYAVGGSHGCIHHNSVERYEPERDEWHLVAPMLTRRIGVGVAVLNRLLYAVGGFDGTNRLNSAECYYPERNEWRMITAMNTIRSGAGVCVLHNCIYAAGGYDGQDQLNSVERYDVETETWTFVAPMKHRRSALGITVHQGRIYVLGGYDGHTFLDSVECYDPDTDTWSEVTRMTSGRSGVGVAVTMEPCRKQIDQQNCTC
Active calls of the source: *; . = not tested or not shown.

SMILES	V-ATPase pH	HTR5A ag ctr	C-LANA FP	CAL-PDZ inh HTS	cardiac RTF act	MOR-DOR inv ag	Cardiac RTF inh	HTR5A inv ag	MOR-DOR ag	Keap1 Nrf2 FP
CC1=C(C)CC(C(=O)Nc2cccc([N+](=O)[O-])c2)C(C(=O)O)C1 (stereo unspecified)	-1	-8	-1.6	-1	-1	12	10	2	-2.3	1
CCS(=O)(=O)c1ccc(Sc2nncn2C)c([N+](=O)[O-])c1	-1	2	-0.5	4	-2	-30	-3	-6	5.6	-1
CCCOC(=O)c1c(-c2ccc(C)cc2C)csc1NC(=O)C1C2CCC(O2)C1C(=O)O (stereo unspecified)	-1	1	-0.7	-9	-2	9	-2	-5	-1.8	-2
Cc1nc2sc(C(c3ccccc3)N3CCC(O)CC3)c(O)n2n1 (stereo unspecified)	-2	1	-0.4	-2	7	6	-23	3	-1.2	-5
CCCCCCCCCCCCN1[C@@H](CC(=O)O)c2cc(F)ccc2S1(=O)=O	-5	2	2.3	-1	-22	0	-6	-7	0.1	1
CN1CCc2cc(O)c(O)cc2C(c2ccccc2)C1 (stereo unspecified)	-5	1	1.6	-6	4	-7	10	4	1.2	-5
Cc1cc(=O)[nH]c(SCC(=O)N2CCCCCC2)n1	-4	-2	-1.9	4	0	10	2	14	-1.8	-1
Cc1c(NC(=O)c2cn3ccccc3n2)cccc1-n1cnnn1	0	-2	-0.4	-1	0	20	-8	12	-3.8	-1
O=C(Nc1ccccc1-c1ccccc1)c1cc(C(F)(F)F)cc(C(F)(F)F)c1	5	-3	-0.9	1	1	-5	2	-1	0.9	-6
CCCCC(C(=O)NC(C)(C)C)N(Cc1ccccc1)C(=O)c1snc(C(N)=O)c1N (stereo unspecified)	-2	5	-0.2	-2	-2	1	-8	-18	-0.2	1
CCCCn1c(=O)nc2n(-c3ccc(Cl)cc3)c3ccccc3cc-2c1=O	-19	0	-1.8	-3	11	-1	11	-13	0.2	-2
Cc1cccc(NC(=O)c2ccc3c(c2)OCCO3)n1	4	4	0.3	-2	7	16	-3	-8	-3.0	-7
Cc1ccc(S(=O)(=O)N2CCN(c3ncnc4c3cnn4-c3ccccc3)CC2)cc1	5	1	-0.8	-2	-4	14	-3	-22	-2.5	-1
O=C(NNS(=O)(=O)c1ccc(F)c(Cl)c1)c1cccc(S(=O)(=O)N2CCOCC2)c1	-1	8	0.3	-1	9	4	-8	-26	-0.7	3
CCn1c(SCC(=O)Nc2cc(F)ccc2C)nnc1-c1ccccc1O	3	3	-0.8	5	-4	16	5	-8	-3.9	-2
O=C(CC12CC3CC(CC(C3)C1)C2)NC(Cc1ccccc1)C(=O)O (stereo unspecified)	0	1	-1.2	-1	-2	-1	-7	17	0.2	1
COc1ccc([N+](=O)[O-])cc1NC(=O)COC(=O)C1CC1	-5	-2	3.0	-10	4	20	5	4	-4.1	3
CN(C)c1ccnc(-n2cccc2/C=N/OCc2cccc(F)c2)c1C#N	-3	0	-0.7	-3	2	4	1	1	-0.8	-3
COc1ccc(-c2[nH]ncc2CN2CCC(N3CCSCC3)CC2)cc1F	-1	4	-0.7	-3	-2	19	-4	-10	-3.6	3
O=C(Cc1ccc(NC(=O)C2CCN(C(=O)C3CCC3)CC2)cc1)Nc1cccc(C(=O)N2CCCC2)c1	-4	-3	-1.7	-2	0	6	2	10	-1.3	0

Sorted by value in MOR-DOR inv ag (largest number first): 3 from the list above
| SMILES | V-ATPase pH | C-LANA FP | CAL-PDZ inh HTS | MOR-DOR inv ag | MOR-DOR ag | Keap1 Nrf2 FP |
| --- | --- | --- | --- | --- | --- | --- |
| Cc1ccc(S(=O)(=O)N2CCN(c3ncnc4c3cnn4-c3ccccc3)CC2)cc1 | 5 | -0.8 | -2 | 14 | -2.5 | -1 |
| O=C(CC12CC3CC(CC(C3)C1)C2)NC(Cc1ccccc1)C(=O)O (stereo unspecified) | 0 | -1.2 | -1 | -1 | 0.2 | 1 |
| O=C(Nc1ccccc1-c1ccccc1)c1cc(C(F)(F)F)cc(C(F)(F)F)c1 | 5 | -0.9 | 1 | -5 | 0.9 | -6 |

Other records
SMILES	V-ATPase pH	HTR5A ag ctr	C-LANA FP	CAL-PDZ inh HTS	cardiac RTF act	MOR-DOR inv ag	Cardiac RTF inh	HTR5A inv ag	MOR-DOR ag	Keap1 Nrf2 FP
CCCOc1ccccc1NC(=O)c1c(-c2ccccc2)noc1C	-1	3	-1.0	.	-2	-14	-7	-9	2.8	-1
COc1cc(NC(C)CCCNC(C)C)c2ncccc2c1OC (stereo unspecified)	-1	3	6.2	0	4	-14	1	-13	2.7	-3
CCCCSc1nnc([C@H](CC(C)C)NC(=O)OC(C)(C)C)o1	5	-2	0.7	1	3	-42	1	5	8.3	-2
CCOc1ccc(C2C(C#N)=C(N)Oc3cc(C)[nH]c(=O)c32)cc1OC (stereo unspecified)	2	2	1.1	1	7	13	-18	-3	-2.5	-6
O=C(CN1C(=O)/C(=C/c2ccc(F)cc2)SC1=S)NC1C=CS(=O)(=O)C1 (stereo unspecified)	-1	-1	0.3	-6	-6	-4	-3	3	0.8	3
CCCCCC(=O)Nc1ccc(Cc2ccncc2)cc1	11	1	-0.6	-3	11	-3	-5	-2	0.5	-1
O=S(=O)(c1cc(Cl)ccc1Cl)N1CCN(Cc2ccc3c(c2)OCO3)CC1	-3	-3	-1.2	.	2	5	3	8	-0.9	-4
COc1ccc(-c2noc(CSc3nnc(-c4ccncc4)n3-c3ccc(F)cc3)n2)cc1OC	2	-1	0.6	-6	2	1	-15	3	-0.1	-2
CC(=O)c1ccc(OCC(O)CN2CCN(CCN3C(=O)c4cccc5cccc(c45)C3=O)CC2)cc1 (stereo unspecified)	5	-3	-0.7	-11	4	13	-7	-21	-2.5	-7
CC(C)Nc1oc(Cc2cccc3ccccc23)nc1C#N	1	-2	0.2	.	3	10	-9	-1	-1.9	-4
Cn1c(CCN2CCCCC2)nc2cc(NS(=O)(=O)c3ccccc3)ccc21	-2	-1	0.3	-2	3	19	5	-18	-3.6	1
CN1/C(=C\C=O)C(C)(C)c2ccccc21	-4	-3	-0.3	-1	-3	16	-20	6	-3.5	-2
C=CCNc1nc(C(=O)OCC(=O)N(Cc2ccccc2)C(C)C)cs1	-5	-3	0.6	-2	-1	6	-2	7	-1.6	5
CCCCS(=O)(=O)N1CCCC(C(=O)Oc2ccccc2)C1 (stereo unspecified)	-3	0	0.4	66*	3	11	-12	-1	-2.3	1
Cc1ccc(S(=O)(=O)NCCC(=O)NCC(c2cccs2)N2CCOCC2)cc1 (stereo unspecified)	0	3	-0.2	0	-4	19	-26	2	-4.0	-1
CC(C)(C)c1cc(CCC(=O)NNC(=O)c2ccncc2)cc(C(C)(C)C)c1O	5	5	4.9	-5	1	-2	-9	5	0.5	0
CCn1c(SCC(=O)NCC2CCCO2)nc2ccccc21 (stereo unspecified)	1	3	0.2	11	-2	3	-3	-9	-0.6	4
O=C(c1ccc2ncsc2c1)N1CCN(c2cccc(C(F)(F)F)c2)CC1	-1	4	-1.2	-6	-10	16	14	-8	-3.2	0
O=C(COc1ccc2c(-c3ccccc3)cc(=O)oc2c1)Nc1cccnc1	1	-2	1.8	-1	-2	0	-4	6	-0.1	-5
NC(N)=Nc1nc(CSCC/C(N)=N/S(N)(=O)=O)cs1	-1	2	0.5	-3	-1	9	7	-4	-1.5	0
O=C(Nc1ccc(F)cc1)N1CCN(c2ccc3nnc(-c4ccc(F)cc4)n3n2)CC1	2	0	0.8	.	4	12	-10	1	-2.2	5
O=S(=O)(c1ccc2c(c1)OCCO2)N1CCN(Cc2ccc3c(c2)OCO3)CC1	3	-1	-0.4	0	-3	16	-6	-7	-3.1	2
c1ccc(Oc2cc(-n3cncn3)ncn2)cc1	0	1	-0.2	-3	4	7	-3	26	-1.3	0
CCCc1nc2ccccc2c(=O)n1N	1	-1	-0.2	1	-1	4	3	-5	-0.7	-6
CC1CC(C)(C)N2C(=O)C3(Nc4ccccc4S3)c3cccc1c32 (stereo unspecified)	2	3	0.3	.	3	-47	-13	6	8.9	3
Cc1ccc(NC(=O)c2c(C)nn(-c3ccccc3)c2Cl)cc1	4	2	0.6	.	2	0	-16	-4	0.0	-6
O=C(COC(=O)c1cccnc1Nc1ccccc1F)NC1CC1	1	-1	2.0	1	1	-1	-3	3	0.1	-3
CCOc1ccc(S(=O)(=O)N(C)c2ccc(OCC(=O)Nc3nc4ccccc4s3)cc2)cc1	1	-2	3.7	-2	-2	-14	-4	8	2.6	-3
CN1C(=O)[C@H]2[C@@H](C3CC3)N3C(=O)CN(CC4CC4)C(=O)[C@@]3(C)[C@H]2C1=O	7	-5	-0.7	-3	4	-6	-26	1	1.1	1
O=C(CSCc1c(Cl)cccc1Cl)Nc1ccccc1-c1ccccc1	1	-1	-0.7	-3	-1	-15	-22	-4	2.8	-1
Cc1ccc(N(CCCCN2C(=O)c3ccccc3C2=O)C(=O)c2cccc([N+](=O)[O-])c2)cc1	2	5	0.1	-2	-2	5	-7	2	-1.1	0
CCN(CC)CCNC(=O)c1ccc2c(c1)NC(=O)c1ccccc1S2	-2	-1	-1.3	1	-3	20	-4	3	-4.3	3
CC(C)(C)NC(=S)NNC(=O)[C@H]1C[C@@H]1c1ccccc1	3	-2	-2.9	-2	2	15	0	-6	-3.1	-2
CCN(C(=O)CSc1nccc(=O)[nH]1)c1cccc2ccccc12	1	10	0.9	-5	2	9	3	-29	-2.1	-4
O=C(CN1C(=O)NC2(CCCC2)C1=O)Nc1nc2ccccc2[nH]1	1	-3	-0.8	0	0	4	0	8	-0.8	-5
O=C1NC(=S)SC1=C1CCCCCC1	-3	-11	-2.6	4	0	23	9	10	-4.0	-3
CCOc1cc(CNCc2cccs2)cc(Br)c1OC	-2	3	-2.0	-4	2	-21	-2	-9	3.9	0
COc1ccccc1N1CCN(C(=O)CSc2nc(N)cc(=O)[nH]2)CC1	0	3	-0.6	-3	-4	10	2	-61	-1.8	-1
COc1ccccc1NC(=O)C(C)OC(=O)CC1CCCC1 (stereo unspecified)	4	-3	1.4	-2	1	-3	-2	-12	0.6	-3
O=C1CSC(c2cccnc2)N1c1cccc(Cl)c1 (stereo unspecified)	0	8	-0.4	-4	-1	22	8	-9	-4.4	1
CCOC(=O)c1ccc(S(=O)(=O)NNS(=O)(=O)c2ccc(C)cc2)cc1	6	1	-0.4	-1	0	12	-1	-3	-2.5	-2
Cc1ccnc(SC2CC(=O)N(c3ccc(F)cc3)C2=O)n1 (stereo unspecified)	-1	-1	-1.2	-2	-2	14	2	4	-2.9	-8
COc1cc(OC)c(NC(=O)CCNS(=O)(=O)c2ccc3c(c2)CC(C)N3C(C)=O)cc1Cl (stereo unspecified)	4	1	-0.8	.	1	10	-4	16	-2.0	-8
O=C(COc1ccccc1)N1CCN=C1c1ccccc1	-3	2	2.0	-22	1	13	-23	-19	-2.2	3
O=C(Nc1nnc(COc2ccc(Cl)cc2)s1)c1cccs1	3	3	0.7	1	-1	2	-20	-19	-0.3	-6
COC(=O)c1ccc(CNC(=O)C2CCC(=O)N(C3CCCCCC3)C2)cc1 (stereo unspecified)	-1	2	3.5	-2	4	10	3	25	-2.0	5
CCc1nnc(NC(=O)c2cc(-c3ccncc3)nc3ccccc23)s1	-2	3	-0.4	-4	2	-4	-8	7	0.8	-2
O=C(NCCC1=CCCCC1)C(=O)NCc1ccccc1	2	-1	0.2	-2	-4	0	1	-7	0.0	-2
O=C1CC(C(=O)N2CCc3ccccc32)CN1c1ccc(F)cc1 (stereo unspecified)	1	10	-1.6	-1	-7	7	-6	-45	-1.2	1

Screening results (PubChem BioAssay)
